PGC1a acetyl inh: inhibitors of PGC1a acetylation signal, primary screen, cell-based, U2OS, AlphaScreen, inhibitor mode; 350,000 compounds, 0.17% hits; AlphaScreen anti-acetyl-lysine; with virally co-expressed GCN5 acetyltransferase; AID 651687, 2012; inhibition, % at 15.6 µM;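 active = every replicate shows inhibition of at least 40%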;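 also: 0% = neutral control wells and 100% = positive control wells; some results beyond the cut were filed as inactive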
FN deposit inh: inhibitors of fibronectin matrix deposition, primary screen, AH1F cells, Alexa488-fibronectin fluorescence, plate reader; AH1F fibroblasts, overnight; inhibition, % at 12.6 µM; 350,000 compounds, 0.086% hits; AID 743247, 2014;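 active = mean inhibition across replicates of 30% or more, regardless of how many single replicates reach that level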;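 also: positive control wells lacked labelled fibronectin entirely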
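Test system: AH1F fibroblast monolayer depositing Alexa488-labelled fibronectin into matrix. Input: 10000 cells per well. Technique: fluorescence, ex 485 nm, em 525 nm. Buffer or medium: DMEM plus 2% serum, read in PBS. Timing: 1 h cell adhesion before compound, then overnight fibronectin incubation. Compound: single dose, pinned. Read-out basis: inhibition from reduced deposited-fibronectin fluorescence.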
CFTR F508del cor: F508del CFTR correction, initial screen, CFBE line, single point; CFBE cells, YFP halide quenching; stimulated with forskolin plus potentiator P3; % fluorescence drop versus neutral controls; activity (quench increase), % at 7.58 µM; 350,000 compounds, 0.36% hits; AID 720511, 2013;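 active = mean added fluorescence quench of at least 8% versus neutral control, with both replicates also reaching 8%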;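 also: cells transiently co-express mutant CFTR-F508del with the halide-sensitive YFP; corrector assay measuring rescue of mutant channel to the surface after 24 h compound exposure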
Statin myotox sup: suppressors of statin myotoxicity in C2C12 myotubes, primary screen, cell-based, single point, plate reader. 330,000 compounds, 0.78% hits. rescue of ATP level, % at 7.49 µM. C2C12 myotubes + simvastatin, ATP luminescence, 48 h; scaled: DMSO 0, geranylgeraniol control 100;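 active = mean ATP rescue above about 67%, or every replicate alone reaching that limit, limit read from the data, passing the limit was not always enough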;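 also: myotubes were challenged with 10 µM simvastatin during compound exposure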
* marks the source's active call; other numbers are inactive results; · = not tested or not shown.

Values in the order: PGC1a acetyl inh | FN deposit inh | CFTR F508del cor | Statin myotox sup
- CCCCCN(C(=O)CCC(=O)OCCOc1ccc(OC)cc1)c1c(N)n(CCCC)c(=O)[nH]c1=O
  · | · | · | -4
- CCOC(=O)Nc1ccc2c(c1)nc(CN1CCCCC1)n2C
  11 | · | · | ·
- CCOC(=O)c1ccccc1Oc1c(F)c(F)nc(NCCO)c1F
  36 | · | · | ·
- COc1ccc(CCC(=O)Nc2cc(S(C)(=O)=O)ccc2Cl)cc1
  5 | · | · | ·
- Clc1ccc(-c2nc(/C=N/N3CCOCC3)c3ccccn23)cc1
  2 | · | · | ·
- CCOC(=O)c1ccc(CNC(=O)Cn2nnc(-c3cccc(C)c3)n2)o1
  -6 | · | · | ·
- CCOC(=O)c1c(C)n(-c2ccc(C)cc2)c2ccc(OCC(O)CNCC3CCCO3)cc12 (centres undefined)
  -21 | · | · | ·
- OCCN(Cc1ccccc1)Cc1cccc(Cl)c1Cl
  -9 | · | · | ·
- COc1cc([N+](=O)[O-])ccc1NC(=O)CSc1ccccn1
  4 | · | · | ·
- Cc1csc(SCC(=O)N(C)CC(=O)Nc2ccc(F)cc2)n1
  -2 | · | · | ·
- O=[N+]([O-])c1ccc(/C=N/Nc2nc(N3CCOCC3)nc(N3CCOCC3)n2)cc1
  -2 | · | · | ·
- Cc1ccc(-c2noc(C3CCCN(S(=O)(=O)c4ccc5ccccc5c4)C3)n2)o1 (centres undefined)
  0 | · | · | ·
- O=C(CSc1ncnc2ccccc12)c1ccco1
  -1 | · | · | ·
- O=C(CSc1nnc(-c2ccccc2)c2ccccc12)NCC1CCCO1 (centres undefined)
  8 | · | · | ·
- CCOc1cc(/C=N/N=C2/NC(=O)C(CC(=O)O)S2)ccc1OCc1ccc(Cl)cc1Cl (centres undefined)
  -2 | · | · | ·
- O=C1OCC2=C1C(c1ccc(F)cc1)CC(=O)N2c1ccccc1 (centres undefined)
  7 | · | · | ·
- CC(/C=N/n1c(-c2ccccc2)n[nH]c1=S)=C\c1ccco1
  2 | · | · | ·
- COCC(C)n1c(C)cc(C(=O)COC(=O)C2=NN(c3ccccc3)C(=O)CC2)c1C (centres undefined)
  2 | · | · | ·
- Cc1nn(C)c(C)c1NC(=O)CSc1nc(Cc2ccccc2)nc2c1cnn2-c1ccccc1
  0 | · | · | ·
- CCC(=O)NC(c1ccccc1OC)c1ccc2cccnc2c1O (centres undefined)
  20 | · | · | ·
- CCOC(=O)c1cnc2c(-c3ccc(F)cc3)cnn2c1C(F)(F)F
  2 | · | · | ·
- COc1cc2c(cc1OC)CN(CC(=O)Nc1ccc(Cl)c(S(=O)(=O)N(C)C)c1)CC2
  -18 | · | · | ·
- CC(C)(C)C1CCC2(CC1)C(C#N)=C(SCC(=O)NC1CCCCC1)NC(=O)C2C#N (centres undefined)
  8 | · | · | ·
- CSc1ccccc1NC(=O)CN1CCN(Cc2ccccc2)CC1
  1 | · | · | ·
- COCCOC(=O)N1C(=O)[C@@]2(c3cc(C#Cc4ccc(OC)cc4)ccc31)[C@H](c1ccc(O)cc1)N1[C@H](c3ccccc3)[C@H](c3ccccc3)OC(=O)[C@H]1[C@@H]2C(=O)N1CCCCCCC1
  · | · | -1.8 | ·
- O=C(NC[C@@H]1CC[C@@H]2[C@@H](CN2S(=O)(=O)c2ccccc2[N+](=O)[O-])O1)C1CCCCC1
  · | · | -1.7 | ·
- Nc1ncnc2c1ncn2C1OC(CO)CC1O (centres undefined)
  · | · | -3.1 | ·
- O=C(N[C@@H]1C[C@@H]2O[C@@H](CO)CC[C@@H]2O[C@@H]1CCc1ccc(-c2cccnc2)cc1)c1cccc(F)c1
  · | · | -3.0 | ·
- NC(N)=Nc1nc2cc([N+](=O)[O-])ccc2o1
  · | · | 1.4 | ·
- O=C(O)c1ccccc1-c1ccc([N+](=O)[O-])cc1Cl
  · | · | 1.3 | ·
- Cc1nc2[nH]c(=O)n(O)c(=O)c2s1
  · | · | 1.2 | ·
- NC(=S)N1N=C(c2ccccc2)CC1=O
  · | · | -1.1 | ·
- O=C(Cc1ccccc1[N+](=O)[O-])NCC(O)c1ccc2c(c1)OCO2 (centres undefined)
  · | · | -2.6 | ·
- Cc1cc(C(=O)N2CCCC(CNS(=O)(=O)c3cccs3)C2)nn1C (centres undefined)
  · | · | 7.0 | ·
- O=C(NC[C@@H]1CC[C@@H]2[C@@H](CN2C(=O)NC2CCCC2)O1)c1ccc2c(c1)OCO2
  · | · | 1.4 | ·
- COc1ccc2c(c1)c1ncn(CCN3CCNCC3)c(=O)c1n2C
  · | · | -0.7 | ·
- CC1(c2nc3ccccc3cc2C#N)OCCO1
  · | · | 0.1 | ·
- NNC(=O)Cc1cccc2ccc(Cl)cc12
  · | · | -0.9 | ·
- CCOC(=O)N1Cc2cc3ccccc3nc2C1
  · | · | 1.8 | ·
- COc1ccccc1NC(=O)N1CCCCN2[C@H](CO)[C@@H](c3ccc(C#CC4CC4)cc3)[C@@H]2C1
  · | · | -1.6 | ·
- Nc1nc(=S)c2ncn(C3OC(CO)CC3O)c2[nH]1 (centres undefined)
  · | · | -0.9 | ·
- OCC1SC(O)C(O)C(O)C1O (centres undefined)
  · | · | 1.1 | ·
- c1ccc(N2CC3COc4ccccc4C3=N2)cc1 (centres undefined)
  · | · | 2.6 | ·
- O=C(O)CCCN1C(=O)C2C3CCC(C3)C2C1=O (centres undefined)
  · | · | -0.9 | ·
- O=C(NC[C@@H]1CC[C@@H]2[C@@H](CN2Cc2cccc(Cl)c2)O1)C1CC1
  · | · | -2.6 | ·
- Cc1ccc(S(=O)(=O)NC[C@H]2CC[C@H]3[C@H](CN3Cc3cc(F)ccc3F)O2)cc1
  · | · | 1.7 | ·
- O=C(Cc1ccccc1[N+](=O)[O-])NCC1(c2cccc3c2OCO3)OCCO1
  · | · | 0.2 | ·
- Cc1cccc(C)c1NC(=O)NS(=O)(=O)c1ccccc1
  · | · | 1.1 | ·
- COCc1cn([C@H]2C[C@@H]3O[C@H](CO)CC[C@@H]3O[C@@H]2CCc2ccc(-c3ccc(OC)cc3)cc2)nn1
  · | · | 0.1 | ·
- O=S(=O)(c1cccc(S(=O)(=O)N2CCCC2)c1)c1cccc(S(=O)(=O)N2CCCC2)c1
  · | · | -1.0 | ·
- COc1cc2ccc(-c3ccc4ccccc4n3)cc2cc1OC
  · | · | 2.5 | ·
- Cc1cc(=O)oc2cc(OCC(=O)OC(C)C(=O)Nc3ccc(S(N)(=O)=O)cc3)ccc12 (centres undefined)
  · | · | 0.9 | ·
- CCN(N=O)c1ccc(C=C2C=Cc3ccccc32)cc1
  · | · | 1.8 | ·
- COCC#Cc1ccc(CC[C@H]2O[C@H]3CC[C@H](CO)O[C@H]3C[C@@H]2n2cc(C(C)(C)O)nn2)cc1
  · | · | 1.4 | ·
- Cc1ccc(CNC(=O)CN(c2cccc([N+](=O)[O-])c2)S(C)(=O)=O)cc1
  · | · | 2.4 | ·
- Cc1cccc(CN2CCSc3sccc3C2=O)c1
  · | · | 2.8 | ·
- O=C(O)C1C2CCCCC2=C2CCCCC2C1C(=O)Nc1nccs1 (centres undefined)
  · | · | -2.2 | ·
- COc1ccc(S(=O)(=O)N(C)C[C@@H]2Oc3c(NS(=O)(=O)c4ccccc4)cccc3C(=O)N([C@H](C)CO)C[C@H]2C)cc1
  · | · | -1.7 | ·
- Cc1ccc(S(=O)(=O)NCN2C(=O)c3ccccc3C2=O)cc1
  · | · | -0.8 | ·
- CC(C)NC(=O)N[C@@H]1C[C@@H]2O[C@H](CO)CC[C@@H]2O[C@@H]1CCc1ccc(-c2ccc(F)cc2)cc1
  · | · | 4.6 | ·

Further results
Values in the order: PGC1a acetyl inh | FN deposit inh | CFTR F508del cor | Statin myotox sup
- O=C(NCCCN1CCOCC1)C(=O)NCCc1ccccc1
  · | · | -1.0 | ·
- COc1ccc(OC)c(-c2c[n+](=O)c3c(n2[O-])CCCC3)c1
  · | 7 | · | ·
- Cc1cccc(NC(=O)c2ccc(-n3ccnc3)nc2)c1
  · | -5 | · | ·
- Cc1ccc(/C(O)=C2\C(=O)C(=O)N(Cc3cccnc3)C2c2ccccc2[N+](=O)[O-])cc1 (centres undefined)
  · | -2 | · | ·
- CCOC(=O)CNC(=O)Nc1cccc(Cl)c1C
  · | 2 | · | ·
- CCCN(Cc1ccc(N(CC)CC)cc1)CC1CC1
  · | 0 | · | ·
- CC1(C)CC(=O)C2=C(C1)OC(N)=C(C#N)C2c1cc2c(cc1[N+](=O)[O-])OCO2 (centres undefined)
  · | -3 | · | ·
- CN(CC(=O)NCc1cccc(F)c1)C(=O)c1ccco1
  · | 5 | · | ·
- Cc1cc(NC(=O)/C=C/c2ccccc2Cl)n(-c2nc3ccccc3[nH]2)n1
  · | 2 | · | ·
- CCSc1nc(-c2ccccc2)c2cc(Cl)ccc2n1
  · | 2 | · | ·
- Oc1cccc(NC(=S)Nc2ccc(SC(F)F)cc2)c1
  · | -1 | · | ·
- COc1ccc(C(=O)Nn2c(SCC(=O)c3ccccc3)nc3ccccc3c2=O)cc1
  · | 9 | · | ·
- Cc1ccccc1NC(=S)NCc1cccn1C
  · | -9 | · | ·
- CC(NC(=O)C(=O)NCCC1=CCCCC1)c1ccccc1 (centres undefined)
  · | -6 | · | ·
- Cc1[nH]nc(N2CCCCCC2)c1[N+](=O)[O-]
  · | -5 | · | ·
- Cc1cccc(C(=O)N/N=C/c2ccc[nH]2)c1
  · | -1 | · | ·
- CC(=O)Nc1ccc2c(c1)ncn2C
  · | 3 | · | ·
- C(=C\c1ccccc1)/C=N/Nc1nncc(-c2ccccc2)n1
  · | 1 | · | ·
- Cc1cccc2c(CCNC(=O)c3ccc([N+](=O)[O-])cc3)c[nH]c12
  · | -1 | · | ·
- O=C(Nc1cccc(S(=O)(=O)N2CCCCC2)c1)c1c2c(nc3ccccc13)CCN(Cc1ccccc1)C2
  · | -1 | · | ·
- O=C(Cn1c2ccccc2c(=O)c2ccccc21)Nc1ccccc1F
  · | -4 | · | ·
- Cc1cccc(CSCCNC(=O)c2ccc(CN3CCOCC3)cc2)c1
  · | -9 | · | ·
- FC(F)(F)c1nc(-c2ccncc2)ncc1-c1nnnn1-c1ccccc1
  · | -4 | · | ·
- CC(NC(=O)c1ccccc1NC(=O)c1ccccc1)C(=O)N1CCOCC1 (centres undefined)
  · | 3 | · | ·
- N#Cc1cc2c(nc1SCc1ccccc1)CCCC2
  · | 4 | · | ·
- FC(F)(F)c1nnc2c(Sc3ccccc3)nc3ccccc3n12
  · | 3 | · | ·
- Cc1nc2cc(C(=O)OCC(=O)Nc3cccc(Cl)c3)ccc2n1-c1ccccc1
  · | 0 | · | ·
- Cc1cc(C)cc(OCC(=O)NC2=NCCS2)c1
  · | -2 | · | ·
- COc1cccc2c3cccc(OC)c3c3[nH]cnc3c12
  · | -6 | · | ·
- C/C(=N\NC(=O)CSc1nc(C)cc(C)n1)c1cccc([N+](=O)[O-])c1
  · | -4 | · | ·
- COc1cccc(C(=O)Nc2cccc(C(=O)N3CCOCC3)c2)c1
  · | -2 | · | ·
- CCC(O)(C#CCN1CCCCC1)CC
  · | -4 | · | ·
- C/C(N)=C(/C#N)C(=O)COC(=O)c1cc(-c2cccc(Br)c2)nc2ccccc12
  · | 4 | · | ·
- CCCCNC(=O)c1ccccc1Cl
  · | -2 | · | ·
- CCCS(=O)(=O)N1CCN(C(=O)COc2ccc(OC)cc2)CC1
  · | 1 | · | ·
- Nn1c(SCC(=O)NC2CCCCC2)nnc1-c1ccc(Cl)cc1
  · | -3 | · | ·

One compound at a time, from the list above:
`CCOC(=O)c1c(C)n(-c2ccc(C)cc2)c2ccc(OCC(O)CNCC3CCCO3)cc12` (centres undefined) is listed as PGC1a acetyl inh: -21; FN deposit inh: ·; CFTR F508del cor: ·; Statin myotox sup: ·
`CCC(=O)NC(c1ccccc1OC)c1ccc2cccnc2c1O` (centres undefined) is listed as PGC1a acetyl inh: 20; FN deposit inh: ·; CFTR F508del cor: ·; Statin myotox sup: ·
`COCC(C)n1c(C)cc(C(=O)COC(=O)C2=NN(c3ccccc3)C(=O)CC2)c1C` (centres undefined) is listed as PGC1a acetyl inh: 2; FN deposit inh: ·; CFTR F508del cor: ·; Statin myotox sup: ·

High-throughput results: PubChem BioAssay, Broad Institute

A portion of the library; the hit share may differ from the screen's.
